Source: PubChem
S3 lipid droplet: qHTS Assay for Lipid Storage Modulators in Drosophila S3 Cells; Potency in µM for hits, for the others lipid storage change, negative = inhibition, % at the top dose, mostly 46.1 µM; 320,000 tested, 0.64% active; Drosophila S3 cells, BODIPY lipid droplet fluorescence, 18-24 h; cells fed with added oleic acid; active means well fitted inhibition curve with a large enough effect in the signal ratio, with a control signal flat, not every such curve was filed as active; inconclusive means small, poorly fitted or top-dose-only effect, or effect the other way, or a change in a side signal; the % refers to the signal ratio
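Laser-scanning cytometry quantifies lipid droplet accumulation (500–530 nm total intensity; droplet/cell object ratio) in oleic acid-fed (400 uM added) Drosophila S3 cells treated with a concentration series. 20 uM Triacsin C defined 100% inhibition.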
S3 lipid droplet cell count max: further read-out of S3 lipid droplet, marked with its call; cell number change, %; measured here: cell count max response;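 cells counted by Cell Tracker Red CMTPX staining in the red channel; peak over a dose series mostly up to 46.1 µM; percent activity relative to internal control wells on each plate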
* hit, by the source's call; i = inactive; ? = inconclusive; / = not tested or not shown. On the % scale 0 is the no-effect control and ±100 the full control effect; potency means the concentration at half of the fitted maximal effect.

SMILES	S3 lipid droplet	S3 lipid droplet cell count max
Cc1cc(C(=O)OCC(=O)NC(=O)NC(C)(C)C)c(C)o1	?	/
O=c1c2ccccc2nc(COc2ccccc2)n1/N=C/c1c[nH]c2ccccc12	?	/
Cc1cc(C(=O)OCC(=O)Nc2ccccc2F)c(C)o1	-3%	-9
COc1ccc(OCC(=O)OCCN2C(=O)c3ccccc3C2=O)cc1	?	/
CCC(C)(C)n1nnnc1C(CC(C)C)N1CCC(C(N)=O)CC1 (centres undefined)	?	/
O=C(NCC1CCCO1)C1CCN(S(=O)(=O)c2cccnc2)CC1 (centres undefined)	-8%	0
O=C(NCC1CCCO1)C(=O)N/N=C/c1ccc(O)c(Cl)c1 (centres undefined)	0%	8
CCc1ccccc1N1CC23C=CC(O2)C(C(=O)O)C3C1=O (centres undefined)	11%	/
COc1ccc(C(=O)c2nccc3cc(OC)c(OC)cc23)cc1OC	i	-19
O=C1/C(=C/c2cccnc2)Oc2cc(OS(=O)(=O)c3ccc(Cl)cc3)ccc21	?	/
Cc1cc(C)n2cc(COc3ccc4ccccc4c3)nc2n1	?	/
CC(=O)Nc1ccc(NC(=O)COc2ccc(Cl)cc2Cl)cc1	?	/
O=C(/C=C/c1ccc(F)cc1)N1CC[C@@]2(O)CCCC[C@H]2C1	30%	15
COc1cc(C(=O)NC(=S)Nc2ccc3c(c2)C(=O)N(C)C3=O)cc(OC)c1OC	?	/
CCOC(=O)c1c(C)n(C)c2ccc(OCC(O)Cn3nc(C)c(Br)c3C)cc12 (centres undefined)	?	/
Cc1ccc(-c2csc(/C(C#N)=C/Nc3ccccc3SC(F)(F)F)n2)c(C)c1	i	3
CC(=O)c1ccc(NC(=O)C2Cc3ccccc3CN2C(=O)c2ccccc2)cc1 (centres undefined)	5%	1
Cc1ccc(CNC(=O)c2ccc(N3CCC4(CC3)CC(c3ccccc3)=NO4)c(NC(=O)c3c(Cl)cccc3Cl)c2)cc1	?	/
CCOC(=O)c1ccc(NC(=S)NNC(C)(C)C)cc1	?	/
O=c1cc2c(nn1Cc1cccc(Cl)c1)-c1ccccc1CC2	?	/
COc1ccc(C2Sc3nncn3N2Cc2ccc(C#N)cc2)cc1 (centres undefined)	-14%	-20
Nc1c(Cl)c(Cl)nc(C(=O)OCC(=O)NCc2ccccc2)c1Cl	?	/
O=C(CSc1nc2ccccc2n1CCc1ccccc1)NC1CCS(=O)(=O)C1 (centres undefined)	i	9
CN(C)c1ccc(P(=O)(OC2CCCCC2)C(O)c2cccnc2)cc1 (centres undefined)	7%	-23
O=C(N/N=C/c1ccc2c(c1)OCO2)/C(=C/c1ccc2c(c1)OCO2)NC(=O)c1ccccc1	8%	26
CCSC1=N/C(=C\c2ccc(OC)cc2)C(=O)N1	?	/
CCCc1cc(=O)oc2cc(C)cc(OCC(=O)NC(Cc3c[nH]c4ccc(O)cc34)C(=O)O)c12 (centres undefined)	?	/
CCCCc1c(C)nc2ccccc2c1SCCC#N	-3%	-1
CCc1c(C)nc(SCC(=O)c2cccs2)c(C#N)c1C	?	/
COC(=O)C1(C)NC(c2ccc(F)cc2)C2C(=O)N(c3ccc(C)cc3)C(=O)C21 (centres undefined)	?	/
CC1Cc2ccccc2N1C(=O)COC(=O)CSc1ccc(F)cc1 (centres undefined)	?	/
CCN1C(=O)CSC1=NC12CC3CC(CC(C3)C1)C2	i	-16
COc1ccccc1CNC(=O)C1CCN(c2nc3ccccc3o2)CC1	?	/
CCOc1cc(/C=N/O)ccc1OCc1ccc([N+](=O)[O-])cc1	?	/
CCCn1c(SCC(=O)Nc2nnc(-c3ccccc3)s2)nnc1-c1ccccn1	?	/
CCc1cccc(NC(=O)c2cnn(-c3ccccc3)c2C)c1	?	/

2 of these compounds, set out differently.
Cc1cc(C(=O)OCC(=O)Nc2ccccc2F)c(C)o1
- S3 lipid droplet = -3%
- S3 lipid droplet cell count max = -9

O=C(CSc1nc2ccccc2n1CCc1ccccc1)NC1CCS(=O)(=O)C1 (centres undefined)
- S3 lipid droplet = i
- S3 lipid droplet cell count max = 9

Additional structures
SMILES	S3 lipid droplet	S3 lipid droplet cell count max
CCC(=O)N1N=C(c2cccs2)CC1c1ccc(C)cc1 (centres undefined)	i	14
CCOC(=O)C1CCCCN1Cc1ccc(C(F)(F)F)cc1 (centres undefined)	6.5µM*	-26*
CC(OC(=O)Cn1cnc2c1c(=O)n(C)c(=O)n2C)C(=O)NCc1ccccc1 (centres undefined)	?	/
CCc1ccccc1NC(=O)c1cnccn1	13%	15
COc1ccccc1N1CC(C)(C)C(=O)N(C(=O)c2ccc(Cl)cc2)C1=S	-5%	-2
CCOc1ccc(C(=O)OC(C)CN2CCN(C)CC2)cc1 (centres undefined)	15%	0
O=C(C/C=N/OCc1ccc(Cl)cc1Cl)c1ccccc1	?	/
Cc1ccc(-c2csc(NC(=O)C3CCN(S(=O)(=O)c4cccs4)CC3)n2)cc1	19%	9
CN=Cc1cc(-c2ccccc2)sc1O	?	/
CC(=O)c1c(C)nc(-c2ccccc2)nc1NC(=O)Cc1ccccc1	13%	4
Cc1onc(-c2ccccc2)c1C(=O)NCc1ccc(Cl)cc1	i	24
Cc1ccc(-c2nc(Nc3ccc(O)cc3)c3ccccc3n2)cc1	?	/
Cc1onc(-c2ccccc2)c1C(=O)Nc1ccnn1C1CCCCC1	-25%	/
Cc1nnc2ccc(Oc3ccc(-c4ccccc4)cc3)nn12	?	/
N#Cc1cccc(NC(=O)COc2ccc(-n3ccnc3)cc2)c1	15%	-13
C/C(=N\Nc1ncc(Cl)cc1Cl)c1ccc(OC(F)F)cc1	?	/
O=C(/C=C/c1cccs1)Nc1ccc([N+](=O)[O-])cc1	9%	1
COc1ccc(/C=N/NC(=O)c2ccc3nc[nH]c3c2)cc1	-2%	-1
CN(Cc1ccccc1)C(=O)COc1ccc(Br)cc1Cl	?	/
CC(/C=N/NC(=O)Cn1cnc2ccccc21)=C\c1ccccc1	-23%	5
CC(=O)N1CCN(C(=O)CNc2cc(C(F)(F)F)ccc2OCC(F)(F)F)CC1	?	/
COc1cccc(C(=O)Nc2c[nH]c(=O)[nH]c2=O)c1	?	/
O=C(O)C1CCCCC1C(=O)NCCc1ccccc1 (centres undefined)	?	/
Cc1cc(NC(=O)C(=O)NCc2cccc(Cl)c2)no1	12%	/
Cc1ccc(/C=C/C(=O)Nc2ccc(S(=O)(=O)Nc3onc(C)c3C)cc2)cc1	?	/
Cc1ccc(C(=O)OCC(=O)NCc2cccs2)cc1C	?	/
COc1ccccc1NS(=O)(=O)c1ccc(C(=O)N2CCN(c3ccccc3O)CC2)cc1	?	/
CCOc1cc(C(=O)OCC(=O)c2c(C)[nH]c3ccccc23)ccc1OCC(=O)N1CCOCC1	18%	-7
Nc1nc(Sc2ccc(C(F)(F)F)cn2)n[nH]1	6%	0
Cc1nc(N2CCCCC2)c2c(C)c(C(=O)Nc3ccccc3C(F)(F)F)sc2n1	?	/
O=S(=O)(Cc1ccccc1)Nc1ccc(S(=O)(=O)N2CCCC2)cc1	13%	-4
COC(=O)C1=C(C(=O)OC)C(c2ccccc2O)c2sc(=O)[nH]c2S1 (centres undefined)	?	/
CCOC(=O)/C(=N\Nc1cccc(Cl)c1)Sc1nnc(-c2ccc(OC)cc2)n1C	14%	1
Cc1ccc(Cl)c(NC(=O)COC(=O)C2CCC2)c1Cl	?	/
CCOC(=O)C1(Cc2ccccc2C)CCCN(Cc2cc(OC)c(O)c(OC)c2)C1 (centres undefined)	8%	4
COC(=O)COc1ccc(S(=O)(=O)Nc2cc(OC)ccc2OC)cc1	6%	/
Cc1cc(OC(C)C(N)=O)nc(-c2ccccc2)n1 (centres undefined)	-6%	16
CCOC(=O)C1=C(N)OC(C)=C(C#N)C1c1ccco1 (centres undefined)	2%	0
COc1ccccc1CN1CCN(Cc2cc(OC)c(OC)cc2OC)CC1	i	-31
COc1cccc2c1-c1c(O)cccc1C2=O	?	/
COc1ccc(CNc2ccc(C)c(C)c2)cc1	?	/
CC(=O)Nc1ccc(NC(=O)c2cc(=O)c3cc(C)c(C)cc3o2)cc1	8%	16
CC1CCN(S(=O)(=O)N2CCC(C(=O)N3CCC(N(C)CC4CCCO4)CC3)CC2)CC1 (centres undefined)	?	/
NC(=O)CC(NC(=O)Cc1ccc(Br)cc1)c1ccc(NCCc2cccc(F)c2)c([N+](=O)[O-])c1 (centres undefined)	-2%	21
CCOC(=O)Cn1c(CN2CC(C)OC(C)C2)nc2c1c(=O)n(C)c(=O)n2C (centres undefined)	-4%	2
CCCCC(=O)Nc1cc(OC)c(NC(=S)NC)cc1OC	2%	8
COc1cccc(NC(=O)CN(C)C(=O)/C=C/c2cn(-c3ccccc3)nc2-c2cccs2)c1	?	/
O=C(CSc1nc2ccc(Nc3nc(N4CCOCC4)nc(N4CCOCC4)n3)cc2s1)Nc1ccccc1F	?	/

Full records as entered above.
Listed for COc1cccc2c1-c1c(O)cccc1C2=O : S3 lipid droplet: ?; S3 lipid droplet cell count max: /
Listed for O=C(CSc1nc2ccc(Nc3nc(N4CCOCC4)nc(N4CCOCC4)n3)cc2s1)Nc1ccccc1F : S3 lipid droplet: ?; S3 lipid droplet cell count max: /

The list goes on:
SMILES	S3 lipid droplet	S3 lipid droplet cell count max
O=C(NCCC1CCCCN1S(=O)(=O)c1ccc(F)cc1)C(=O)NC1CC1 (centres undefined)	13%	/
COc1cc(CNC23CC4CC(CC(C4)C2)C3)ccc1OCc1ccccc1	?	/
COc1ccccc1NC(=O)Nc1nnc(Cc2ccc(F)cc2)s1	?	/
CS(=O)(=O)C1=NN2C(=N)/C(=C\c3ccc(OCCOc4ccccc4)cc3)C(=O)N=C2S1	?	/
COc1ccc(/C=C\c2nc(=O)c3ccccc3o2)cc1	?	/
CCC(CC)C(=O)Nc1cccc(C(=O)NCCc2ccc(S(N)(=O)=O)cc2)c1	?	/
CCn1c(SCC(N)=O)nnc1-c1ccc(OC)c(OC)c1	-4%	2
CC(Sc1ccccn1)C(=O)NC1CCCC1 (centres undefined)	-8%	-5
Cc1cc(NC(=O)CN2C(=O)NC3(CCCCC3)C2=O)no1	-3%	-15
CCn1cc(C(=O)NCc2cccs2)c(=O)c2cc(S(=O)(=O)N3CCOCC3)ccc21	10%	-13
O=C(Nc1ccc(Cl)cn1)c1ccc2c(c1)OCCO2	?	/
CC1CCN(CCCn2c(=S)[nH]c3c(sc4ccc([N+](=O)[O-])cc43)c2=O)CC1	-16%	2
CC(=O)c1ccccc1OCC(O)CN1CCN(c2ccccn2)CC1 (centres undefined)	-13%	/
CCN1CCCC1CNC(=O)c1cc(COc2ccc(C)c(C)c2)on1 (centres undefined)	5%	0
CC1CN(C(=O)CCC(=O)N2CCCCC2)c2cc(Cl)ccc2O1 (centres undefined)	-4%	-12
Cc1cc(C)n(CCc2nc(-c3ccc(C)o3)cs2)n1	i	/
CCC1=NNc2cccc3c(OC)ccc1c23	-10%	5
CCOc1cc(S(=O)(=O)n2cc(-c3ccc(F)cc3)c(N)n2)cc(OCC)c1OCC	?	/
O=C1[C@@H]2[C@H](C(=O)N1Cc1ccco1)[C@H]1C=C[C@@H]2C1	i	-10
CCCOc1ccc(C(=O)Nc2ccc3c(c2)OCCO3)cc1	?	/
CCOc1ccc(Nc2nc(Cc3nnc(SCC(=O)c4ccc(C)c(C)c4)o3)cs2)cc1	?	/
Cc1c(/C=N/Nc2ccc(F)cc2)c(O)n(C)c(=O)c1C#N	3%	27
CC(C)(C)c1ccc2c(c1)OC(C(=O)N/N=C\c1ccncc1)CO2 (centres undefined)	2%	8
O=C1/C(=N\O)Cc2ccccc21	?	/

Structural class, those above with an aryl thioether with sulfur outside any ring (11)
SMILES	S3 lipid droplet	S3 lipid droplet cell count max
Cc1ccc(-c2csc(/C(C#N)=C/Nc3ccccc3SC(F)(F)F)n2)c(C)c1	i	3
O=C(CSc1nc2ccccc2n1CCc1ccccc1)NC1CCS(=O)(=O)C1 (centres undefined)	i	9
CCCCc1c(C)nc2ccccc2c1SCCC#N	-3%	-1
CCc1c(C)nc(SCC(=O)c2cccs2)c(C#N)c1C	?	/
CC1Cc2ccccc2N1C(=O)COC(=O)CSc1ccc(F)cc1 (centres undefined)	?	/
CCCn1c(SCC(=O)Nc2nnc(-c3ccccc3)s2)nnc1-c1ccccn1	?	/
Nc1nc(Sc2ccc(C(F)(F)F)cn2)n[nH]1	6%	0
O=C(CSc1nc2ccc(Nc3nc(N4CCOCC4)nc(N4CCOCC4)n3)cc2s1)Nc1ccccc1F	?	/
CCn1c(SCC(N)=O)nnc1-c1ccc(OC)c(OC)c1	-4%	2
CC(Sc1ccccn1)C(=O)NC1CCCC1 (centres undefined)	-8%	-5
CCOc1ccc(Nc2nc(Cc3nnc(SCC(=O)c4ccc(C)c(C)c4)o3)cs2)cc1	?	/

(listing goes on)
SMILES	S3 lipid droplet	S3 lipid droplet cell count max
O=C(NCc1ccccc1)C1=C[C@@H](c2coc3ccccc3c2=O)C[C@@H](OCc2ccc(CO)cc2)O1	-3%	-2
COC(=O)c1c(C)oc2cc(Br)c(OCC(=O)C(C)(C)C)cc12	9%	22
Cc1ccc(/C=N/N(C)C2=NS(=O)(=O)c3ccccc32)o1	-4%	6
COc1nc(NCCO)nc(Nc2ccccc2F)n1	9%	12
COc1ccc(OC)c(C(=O)CCCC(=O)c2cc(OC)ccc2OC)c1	?	/
COc1cccc(N2CCN(CC(=O)NCc3cccs3)CC2)c1	i	/
Nc1ccc(-c2nc3ccc([N+](=O)[O-])cc3[nH]2)cc1	?	/
O=C(CN1CCN(C(=O)c2cccc(-n3cnnn3)c2)CC1)Nc1ccccc1Cl	?	/
CCOc1ccc2c(c1)nc(NCCCO)n2Cc1ccccc1	19%	6
Cn1c(=O)cc(N2CCN(C(=O)c3ccco3)CC2)[nH]c1=O	4%	3
O=C(Oc1ccc(-c2nnco2)cc1)c1ccc(F)c(S(=O)(=O)N2CCOCC2)c1	?	/

An excerpt (hit frequency here may not be typical).
